# NPSR antag: antagonists of human neuropeptide S receptor cAMP signaling | Potency, µM (series often up to 38.3 µM), without a hit: at the top dose activity change, negative = inhibition, hits mostly inhibitors | AID 1461 | CHO-NPSR cells, cAMP TR-FRET, antagonist mode | Q6W5P4 | 220,000 compounds, 1% hits; further: on the % scale 0 is the no-effect control and ±100 the full control effect; nearly all actives have a fitted effect of over 50% in size; many of its hits are not listed in these tables
# Target sequence (Q6W5P4 whole entry, looked up): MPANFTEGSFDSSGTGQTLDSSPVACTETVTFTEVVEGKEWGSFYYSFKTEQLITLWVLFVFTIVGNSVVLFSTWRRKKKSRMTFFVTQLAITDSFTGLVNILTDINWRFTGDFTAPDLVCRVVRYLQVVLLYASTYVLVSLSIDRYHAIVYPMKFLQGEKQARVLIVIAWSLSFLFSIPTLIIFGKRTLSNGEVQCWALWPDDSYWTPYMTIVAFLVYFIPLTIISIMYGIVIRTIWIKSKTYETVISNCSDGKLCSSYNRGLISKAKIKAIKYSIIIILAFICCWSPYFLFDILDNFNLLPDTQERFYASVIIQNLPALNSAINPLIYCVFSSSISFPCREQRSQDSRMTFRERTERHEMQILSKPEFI
# RECQ1 helicase: RECQ1 (human) helicase inhibition. P46063. RECQ1 DNA unwinding, red fluorescence kinetic read. Potency, µM (series often up to 57.3 µM), for the others: top-dose activity, negative = inhibition, hits mostly inhibitors. 240,000 compounds, 0.54% hits. AID 2549;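 further: plate controls were vehicle for no effect and no enzyme for full effect; nearly all actives have a fitted effect of over 30% in size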
#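 50 nM RECQ1T1 preincubated 15 min with compound in Tris pH 8.0 buffer with MgCl2, DTT, Tween-20 and 2.5 ug/ml poly(dI-dC); started with 200 nM TAMRA/BHQ-2 forked duplex and 2 mM ATP. Unwinding read as fluorescence (525/598 nm), two reads 2 h apart.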
# SMN2 splice enh: increases expression of the SMN2 splice variant | HEK293 SMN2-luciferase splicing reporter, luminescence, 30-36 h | Potency, µM (doses to about 46.1 µM), for the others: at the top dose activity change, positive = activation, actives largely listed as activators | 210,000 compounds, 2.8% hits; further: % of control where 0% means no effect; nearly all actives have a fitted effect of over 55% in size
#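 HEK293 cells carry an SMN2 minigene-luciferase reporter in which exon 7 inclusion puts luciferase in frame. Cells were seeded at 2000 cells/well, attached for 10-12 hours, then exposed to compounds for 30-36 hours at 37C before ONE-Glo luminescence.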
# RGS12 GoLoco inh: blocks human Gai1 binding to RGS12 GoLoco peptide, red readout. 230,000 compounds, 0.44% hits. Gai1:RGS12 GoLoco peptide FP, rhodamine, 10 min. P63096. Potency, µM (highest dose often 61.6 µM), inactives show at the top dose activity, negative = inhibition, most hits filed as inhibitors; active means well fitted inhibition curve with a large enough effect, not every such curve was filed as active; inactive means no such curve, though single readings can be large or run the other way; further: on the % scale 0 is the no-effect control and ±100 the full control effect; nearly all actives have a fitted effect of over 30% in size; many of its hits are not listed in these tables
# Target sequence (P63096 whole entry, looked up): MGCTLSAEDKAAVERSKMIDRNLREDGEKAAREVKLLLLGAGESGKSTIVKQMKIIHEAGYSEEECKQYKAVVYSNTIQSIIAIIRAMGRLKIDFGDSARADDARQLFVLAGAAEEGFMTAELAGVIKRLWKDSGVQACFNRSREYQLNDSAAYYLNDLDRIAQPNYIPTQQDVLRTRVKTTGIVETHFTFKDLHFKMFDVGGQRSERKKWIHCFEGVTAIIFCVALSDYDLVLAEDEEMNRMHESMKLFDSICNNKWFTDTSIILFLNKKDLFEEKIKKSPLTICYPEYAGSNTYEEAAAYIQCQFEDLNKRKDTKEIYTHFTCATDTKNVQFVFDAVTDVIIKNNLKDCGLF
# IMPase Li inh: membrane-permeable IMPase blocker, potentiated with lithium; CHO-M1 cells, IP1 TR-FRET (IP-One), carbachol + lithium; Potency, µM (doses to about 59.4 µM), for the others: top-dose activity, negative = IMPase inhibition, usual class: inhibitors; 210,000 compounds, 0.35% hits; AID 1457;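 further: IP1 builds up when IMPase is blocked and the TR-FRET signal falls; plate controls were basal vehicle for no effect and high inhibitor control for full effect; nearly all actives have a fitted effect of over 50% in size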
#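 Concentration–response in CHO-M1 cells, lithium-potentiated; 30 min at 37C. IP1 detected by competitive TR-FRET after 10 min lysis at RT. Hill-fitted AC50.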
# KDM4E inh: JMJD2E (human) inhibition | B2RXH2 | JMJD2E catalytic domain, FDH-coupled NADH fluorescence (FDH is formaldehyde dehydrogenase) | Potency, µM (series often up to 57.1 µM), inactives show top-dose activity change, negative = inhibition, actives largely listed as inhibitors | 230,000 compounds, 1.6% hits; active means well fitted inhibition curve with a large enough effect, not every such curve was filed as active; inconclusive means small, poorly fitted or top-dose-only effect, or another doubt; inactive means no such curve, though single readings can be large or run the other way;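 further: 0% = wells with enzyme and -100% = buffer wells without enzyme; nearly all actives have a fitted effect of over 50% in size; many of its hits are not listed in these tables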
# Target sequence (B2RXH2 1-337 limits assumed): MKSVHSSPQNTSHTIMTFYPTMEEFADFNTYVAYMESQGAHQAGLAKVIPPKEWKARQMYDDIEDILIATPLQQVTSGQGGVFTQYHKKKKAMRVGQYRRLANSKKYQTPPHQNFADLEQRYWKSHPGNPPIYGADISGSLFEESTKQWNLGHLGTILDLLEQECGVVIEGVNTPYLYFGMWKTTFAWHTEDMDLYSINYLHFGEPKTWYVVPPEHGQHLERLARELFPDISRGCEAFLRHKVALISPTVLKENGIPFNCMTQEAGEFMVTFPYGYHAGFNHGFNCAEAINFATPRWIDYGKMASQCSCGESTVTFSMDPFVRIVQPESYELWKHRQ
# Luc counter: blocks Kinase-Glo luciferase, a counter-screen artifact; Kinase-Glo luciferase, ATP luminescence, 8 min; Potency, µM (series often up to 38.3 µM), inactives show at the highest dose activity change, negative = inhibition, actives largely listed as inhibitors; 200,000 compounds, 0.28% hits; AID 1379; further: on the % scale 0 is the no-effect control and ±100 the full control effect; nearly all actives have a fitted effect of over 60% in size
#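 Compounds were added to a substrate mix at pH 7.2 (50 mM imidazole, 10 uM ATP, within the enzyme's linear range), followed by Kinase-Glo detection reagent; luminescence was measured after 8 minutes at ambient temperature.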
# Epigenetic derep: derepresses silenced GFP reporter in murine cells | Potency, µM (doses to about 53.9 µM), for inactives: top-dose GFP activation, most hits filed as activators | murine LDR cells, GFP reporter derepression, 30 h | 280,000 compounds, 0.2% hits; further: % of control where 0% means no effect; nearly all actives have a fitted effect of over 60% in size
#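 Murine LDR cells carrying a silenced, genomically integrated CMV-driven GFP reporter were exposed to compound for 30 hours at 37 C. After PBS washes, GFP-positive cells (20–120 um objects) were counted by laser-scanning microplate cytometry.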
# Active calls of the source: *; i = inactive; ? = inconclusive; / = not tested or not shown; & = joins results of further samples; [ ] = dose if it differs, or a comment. Unless noted, the call rests on the fitted dose curve; in most records, active means well fitted curve in the direction sought with a large enough effect; inconclusive means small, poorly fitted or top-dose-only effect, or another doubt; inactive means no such curve, though single readings can be large; an effect the other way counts as inactive or inconclusive. Potency means the concentration at half of the fitted maximal effect. A portion of the library, so the mix of outcomes need not match the whole.
no.	SMILES	NPSR antag	RECQ1 helicase	SMN2 splice enh	RGS12 GoLoco inh	IMPase Li inh	KDM4E inh	Luc counter	Epigenetic derep
1	NC(=S)n1[nH]c(-c2ccc([N+](=O)[O-])cc2)c(N=Nc2ccccc2[N+](=O)[O-])c1=O	-5%	i	-14%	4%	7%	-13%	-1%	-0.2%
2	CCOC(=O)c1cnc2c(Cl)cccc2c1NCCN1CCOCC1	-6%	-6%	12%	9%	7%	-5%	-2%	-1.1%&-1.3%
3	COc1ccc(C2N(c3cc(Cl)ccc3OC)C(=O)C3CCCN32)cc1 (stereo unspecified)	-2%[46.1 µM]	-12%	-3%	3%	22%[38.3 µM]	-6%	4%	2.9%
4	CCOc1cc(N2CCOCC2)c(OCC)cc1NC(=O)[C@H](C)N1C(=O)C2CC=CCC2C1=O (stereo partly specified)	-2%	i	-1%	3%	15%	-4%	6%	2.6%
5	O=C1C2C(c3ccccc3)CC=CC2[C@H](c2ccoc2)N1Cc1ccccc1 (stereo partly specified)	-53%	i	/	4%	/	6%	/	8.4%
6	C/C(Sc1nnc(Cc2ccccc2)o1)=C(/O)c1ccccc1	-4%[46.1 µM]	i	17%	4%	-12%[38.3 µM]	4%	1%	-0.9%
7	Cc1cc(C)c(-c2csc(NC(=O)c3cc([N+](=O)[O-])ccc3N3CCOCC3)n2)c(C)c1	-17%	-11%	-38%[inhibitor]	-16%	19%	17%	2%	1.1%
8	COc1ccc(-n2c(N)c(C#N)c3ccc([N+](=O)[O-])cc3c2=O)cc1	0%[46.1 µM]	-4%	/	/	/	-6%	/	?
9	Cn1c(SCc2nc3ccccc3[nH]2)nnc1-c1cccnc1	-16%[46.1 µM]	-10%	-7%	3%	-4%[38.3 µM]	3%	0%	-1.1%
10	O=C(O)c1ccc(Cc2ccccc2C(=O)O)cc1	/	/	-14%[9.22 µM]	-4%[14.2 µM]	3%	/	-2%[7.66 µM]	/
11	Nc1ccc(Nc2nc(-c3ccncc3)cs2)cc1	?	i	-3%	7%	41%[38.3 µM]	0%	-4%	0.0%
12	Cn1cccc1C(=O)N1CCC2(CCN(C(=O)Nc3cccc(F)c3)CC2)CC1	/	-14%	-17%	0%	2%	/	-2%	/
13	Cc1ccc(C(C(=O)NCc2ccco2)N(C(=O)CNC(=O)c2cccs2)c2c(C)cccc2C)cc1 (stereo unspecified)	-40%	5%	10%	-7%	-2%	3%	-1%	0.0%
14	CCC(=O)N1CCc2cc(Br)cc(S(=O)(=O)CC(=O)OC)c21	22%[46.1 µM]	11%	-13%	-3%	36%[activator][38.3 µM]	0%	1%	1.2%
15	CCOc1cc(S(=O)(=O)N2CCCC2)ccc1Cl	-11%[46.1 µM]	-8%	-16%	-2%	10%[38.3 µM]	6%	-2%	-0.2%
16	Cc1ccc(S(=O)(=O)Nc2cccc(Cl)c2)cc1NC(=O)c1cccnc1	-25%	-2%	-16%	11%	-1%	6%	-1%	1.3%
17	CC1(c2ccccc2)NC(=O)N(CC(=O)Nc2cccc(C#N)c2)C1=O (stereo unspecified)	4%[46.1 µM]	-9%	-12%	-5%	-7%[38.3 µM]	0%	1%	-1.9%
18	Cc1c(N=Cc2c(O)n(C)c(=O)c3ccccc23)c(=O)n(-c2ccccc2)n1C	-8%[46.1 µM]	-8%	-7%	8%	43%[activator][38.3 µM]	-15%	4%	-1.1%
19	Cc1cc(=O)oc(C)c1C(=O)NCC(C)NC(=O)c1c(C)cc(=O)oc1C (stereo unspecified)	-6%[46.1 µM]	-14%	-2%	8%	15%[38.3 µM]	0%	-1%	-1.0%
20	Cc1ccc(CNC(=O)C2CC(c3cccc(F)c3)=NO2)cc1 (stereo unspecified)	14%	-10%	/	6%	/	1%	/	-1.7%
21	OCc1nc(CO)n(Cc2ccccc2)n1	25%[46.1 µM]	-1%	?	7%	-1%	-8%	-1%	-1.0%
22	CCOc1ccc(OCC)c(NC(=O)C2CCN(c3ncccn3)CC2)c1	-9%[46.1 µM]	2%	-5%	-11%	26%[38.3 µM]	-7%	2%	-0.2%
23	O=c1c2cnn(-c3ccccc3)c2nnn1/N=C/c1cccnc1	0%[46.1 µM]	-6%	-6%	2%	-4%[38.3 µM]	7%	1%	2.1%
24	CC(=O)NCCn1c(C)cc2ccccc21	1%[46.1 µM]	-10%	-6%	0%	9%[38.3 µM]	?	1%	1.3%
25	NNC(=O)CN1CCCc2ccccc21	5%	i	23%	5%	2%	24%	-2%	3.0%
26	O=C(CN1C(=O)c2cccc3cccc1c23)Nc1ccc2c(c1)OCO2	-5%[46.1 µM]	-3%	3%	18%	-8%[38.3 µM]	?	1%	-1.9%
27	CNCCCCc1cnc(C)c2[nH]c3ccccc3c12	/	23%	-42%[inhibitor]	6%	10%	?	0%	?
28	CCN(Cc1ccccc1)C(=O)C1CCN(Cc2ccc(OC)c(OC)c2OC)CC1	-3%[46.1 µM]	?	-9%	-3%	42%[activator][38.3 µM]	?	0%	-1.0%
29	Brc1ccccc1C1=Nn2c(nnc2-c2ccccc2)SC1	?	-8%	-15%	3%	12%[38.3 µM]	7%	-1%	0.8%
30	Clc1ccc(OCc2nnnn2-c2ccccc2)cc1	-4%	-13%	-14%	5%	19%	-4%	-3%	0.0%
31	COc1ccc2c(c1OC)CN(C)CCc1cc3c(cc1C(=O)C2)OCO3	20%	i	-1%	4%	30%	0%	1%	1.4%
32	O=C1CSC(c2cccnc2)N1CCc1ccccn1 (stereo unspecified)	13%	-7%	/	-9%	/	-1%	/	1.5%
33	CCCCn1c(SCc2nc3ccccc3s2)nc2cc(S(N)(=O)=O)ccc21	-28%[46.1 µM]	-9%	-35%[inhibitor]	67%[activator]	14%[38.3 µM]	-5%	2%	-0.1%
34	COC(=O)C1=C(C(=O)OC)[C@@H]2N(Cc3ccccc3)c3ccccc3[C@@]23C[C@@H](C(=O)OC)N(S(=O)(=O)c2ccc(C(F)(F)F)cc2)C3=N1	/	-20%[11.5 µM]	-3%[9.22 µM]	2%[14.2 µM]	10%	-11%[11.4 µM]	-6%[7.66 µM]	/
35	CCOC(=O)N1CCN(c2cc(=O)n(C3CCCCC3)c(=O)[nH]2)CC1	-7%[46.1 µM]	-2%	-16%	-12%	-8%[38.3 µM]	4%	-1%	0.0%
36	CC(=O)Nc1nc(C)c(S(N)(=O)=O)s1	5%[46.1 µM]	6%	-1%	5%	-12%[38.3 µM]	6%	-1%	-1.1%
37	O=C(CSc1nc2ccccc2o1)N1N=C(c2cccs2)CC1c1ccc(F)cc1 (stereo unspecified)	-31%	-5%	-17%	11%	8%	5%	-1%	3.8%
38	CCCCCCC(C)n1[nH]c(=O)cc1N (stereo unspecified)	24%	-9%	/	6%	/	10%	/	0.1%
39	CCOC(=O)C1=C(N)OC2=C(C(=O)CC(C)(C)C2)C1c1cc(CSc2nnnn2C)cs1 (stereo unspecified)	-43%	0%	12%	30%	28%	-4%	-2%	-2.2%
40	CC(=O)Nc1ccc(NC(=O)C2CCC(CNS(=O)(=O)c3cccc4nsnc34)CC2)cc1 (stereo unspecified)	9%	i	0%	-37%	-5%	?	5%	-0.4%
41	CCCCN(CCCC)CC(O)COc1ccccc1Br (stereo unspecified)	-2%	-1%	-13%	4%	2%	5%	0%	0.0%
42	Cc1cc(C)n2nc(S(=O)(=O)N(CC(C)C)CC(C)C)nc2n1	-1%[46.1 µM]	-6%	-19%	7%	24%[38.3 µM]	3%	3%	0.8%
43	CC1(C)Cc2nc3oc4c(NCc5ccccc5)ncnc4c3cc2CO1	-6%[46.1 µM]	-8%	-8%	8%	-1%[38.3 µM]	?	-2%	-2.5%
44	CC(C)(C)NC(=O)[C@H]1CC[C@H]2[C@@H]3CC[C@H]4NC(=O)C=C[C@]4(C)[C@H]3CC[C@]12C	-15%[46.1 µM]	-2%	-11%	11%&7%	4%	4%&4%	-1%	2.3%&0.0%
45	COc1ccc(N(Cc2ccccc2)C(=O)CSc2nnc(Cn3nnc4ccccc43)o2)cc1	-20%[46.1 µM]	-13%	-23%	7%	8%[38.3 µM]	0%	-1%	-0.7%
46	CC(=O)Nc1ccc(-c2nnc(SCc3c(C)cc(C)cc3C)n2C)cc1	-12%[46.1 µM]	-4%	6%	12%	16%[38.3 µM]	-4%	3%	-2.0%
47	Cc1cccc(N=C2NC(=O)/C(=C\c3cccs3)S2)c1	-12%	-6%	8%	56%[activator]	6%	3%	-3%	-1.3%
48	COc1ccc(C(CC(=O)O)NC(=O)Nc2ccccc2)cc1OC (stereo unspecified)	21%	-1%	-11%	1%	-2%	-6%	-1%	-2.7%
49	CC(=O)c1ccc(NC(=O)C2C3C=CC(C3=C(c3ccccc3)c3ccccc3)C2C(=O)O)cc1 (stereo unspecified)	7%	-5%	-6%	-3%	5%	8%	8%	1.2%
50	COc1ccc(C(=O)C2CCCN(C/C=C/c3ccccc3OC)C2)c(OC)c1 (stereo unspecified)	43%	?	/	8%	19%	-3%	/	-0.2%
51	COC(=O)C1=C(C)NC(C)=C(C(=O)OC)C1c1ccc(-c2cccc(Cl)c2Cl)o1	?	-10%	16%	2%	-4%	/	1%	1.0%
52	O=C(Cc1ccccc1)NCC(=O)OCc1ccc([N+](=O)[O-])cc1	10%	-4%	-4%	2%	-3%	0%	-2%	-1.3%
53	CCOC(=O)COc1ccc2c(=O)cc(-c3ccccc3)oc2c1	-4%	i	/	7%	/	?	/	-1.0%
54	N#Cc1cn(-c2ccccc2)nc1-c1cc2ccccc2oc1=O	-29%[46.1 µM]	i	/	10%	3%[38.3 µM]	?	3%	0.0%
55	NC(=O)NC(=O)COC(=O)CC12CC3CC(CC(C3)C1)C2	9%	i	1%	6%	-4%	7%	7%	-3.8%
56	O=c1c(O)c(-c2ccccc2)oc2ccc3occc3c12	/	-14%	-23%	6%	2%	?	-1%	-1.4%

# In a second layout: results already given
# Every second line gives: NPSR antag | RECQ1 helicase | SMN2 splice enh | RGS12 GoLoco inh | IMPase Li inh | KDM4E inh | Luc counter | Epigenetic derep
[55] NC(=O)NC(=O)COC(=O)CC12CC3CC(CC(C3)C1)C2
→ 9% | i | 1% | 6% | -4% | 7% | 7% | -3.8%
[56] O=c1c(O)c(-c2ccccc2)oc2ccc3occc3c12
→ / | -14% | -23% | 6% | 2% | ? | -1% | -1.4%

# Bioassay records: PubChem, National Center for Advancing Translational Sciences (NCATS)
